Screening data (PubChem BioAssay)
JMJD2A Tudor: blocks the human JMJD2A Tudor domain. 390,000 compounds, 4.4% hits. AlphaScreen JMJD2A-Tudor / H3K4me3 peptide binding. Potency, µM (highest dose often 114 µM), without a hit: top-dose activity change, negative = inhibition, usual class: inhibitors. O75164; also: potency is read from the fitted curve at half-maximal effect; % is scaled to controls: 0 for no effect and ±100 for the full control effect; nearly all actives have a fitted effect of over 50% in size
BAZ2B inh: inhibitors of human BAZ2B bromodomain | AlphaScreen BAZ2B-H3K14Ac peptide displacement | Potency, µM (doses to about 114 µM), for the others: at the highest dose activity change, negative = inhibition, most hits filed as inhibitors | Q9UIF8 | AID 504333 | 360,000 compounds, 4.4% hits; also: potency is read from the fitted curve at half-maximal effect; % is scaled to controls: 0 for no effect and ±100 for the full control effect; nearly all actives have a fitted effect of over 60% in size
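AlphaScreen displacement of biotin-H3(5-23)K14Ac peptide (50 nM final) from BAZ2B (50 nM final) in PBS pH 7.4, 0.01% Tween-20; complex preformed 30 min RT, then compounds (top 110 uM) 30 min RT, beads 20 min dark.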
Pin1 inhibitor: inhibitors of human Pin1; Q13526; Pin1 FP peptide displacement, HiFluor488, 10 min; Potency, µM (top dose mostly 115 µM), without a hit: at the highest dose activity, negative = inhibition, hits mostly inhibitors; 390,000 compounds, 0.009% hits; active = well fitted inhibition curve with a large enough effect in the polarisation, with a control signal flat, not every such curve was filed as active; inconclusive = small, poorly fitted or top-dose-only effect, or effect the other way, or a change in a side signal; inactive = no such curve, though single readings can be large or run the other way; the % refers to the polarisation; also: potency is read from the fitted curve at half-maximal effect; % is scaled to controls: 0 for no effect and ±100 for the full control effect
Target sequence (Q13526 whole entry, looked up): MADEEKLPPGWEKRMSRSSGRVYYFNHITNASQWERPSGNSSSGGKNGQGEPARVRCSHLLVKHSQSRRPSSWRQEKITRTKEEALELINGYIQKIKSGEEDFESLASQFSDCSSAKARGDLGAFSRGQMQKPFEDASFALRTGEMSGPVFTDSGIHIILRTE
Tb PGK inh: blocks T. brucei phosphoglycerate kinase | P07378 | PGK/GAPDH coupled, Kinase-Glo luminescence, 60 min | Potency, µM (doses to about 57.5 µM), inactives show at the top dose activity change, negative = inhibition, hits mostly inhibitors | 380,000 compounds, 0.043% hits; also: potency is read from the fitted curve at half-maximal effect; % is scaled to controls: 0 for no effect and ±100 for the full control effect; nearly all actives have a fitted effect of over 60% in size
Target sequence (P07378 whole entry, looked up): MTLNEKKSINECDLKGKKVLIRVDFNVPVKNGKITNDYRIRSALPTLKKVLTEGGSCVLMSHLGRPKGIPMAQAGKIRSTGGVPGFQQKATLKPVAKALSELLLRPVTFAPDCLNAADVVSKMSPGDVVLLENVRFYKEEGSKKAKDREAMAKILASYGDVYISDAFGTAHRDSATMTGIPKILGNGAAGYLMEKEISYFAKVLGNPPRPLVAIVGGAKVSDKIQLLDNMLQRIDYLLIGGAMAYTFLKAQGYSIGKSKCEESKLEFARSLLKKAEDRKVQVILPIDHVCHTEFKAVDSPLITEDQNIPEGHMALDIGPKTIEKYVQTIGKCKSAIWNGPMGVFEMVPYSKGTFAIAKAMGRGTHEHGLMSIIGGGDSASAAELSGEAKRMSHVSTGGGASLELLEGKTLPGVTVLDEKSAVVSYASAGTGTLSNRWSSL
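Luminescent ATP detection (Kinase-Glo Plus) follows a 60-minute room-temperature incubation, with wells lacking PGK as controls. Buffer: 100 mM TEA (pH 7.6), 5 mM MgCl2, 0.01% Tween-20. Coupling enzyme GAPDH (100 nM final) supplies unstable 1,3-BPG in-well.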
Pol eta inh: blocks human DNA polymerase eta activity. 390,000 compounds, 1.2% hits. Potency, µM (series often up to 114 µM), for inactives: top-dose activity change, negative = inhibition, most hits filed as inhibitors. recombinant Pol eta, fluorescent DNA replication assay. Q9Y253; also: potency is read from the fitted curve at half-maximal effect; % is scaled to controls: 0 for no effect and ±100 for the full control effect
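Pol eta at 10 nM preincubated with compounds 15 min at room temperature; reaction started with fluorescent substrate (50 nM final) and read kinetically at 0 and 10 min.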
G9a block: blocks human histone lysine methyltransferase G9a | Q96KQ7 | G9a H3K9 monomethylation, AlphaScreen, 2 h | Potency, µM (top dose mostly 102 µM), for inactives: at the highest dose activity, negative = inhibition, most hits filed as inhibitors | 350,000 compounds, 8.8% hits; also: potency is read from the fitted curve at half-maximal effect; % is scaled to controls: 0 for no effect and ±100 for the full control effect; nearly all actives have a fitted effect of over 75% in size
Target sequence (Q96KQ7 913-1193 limits assumed): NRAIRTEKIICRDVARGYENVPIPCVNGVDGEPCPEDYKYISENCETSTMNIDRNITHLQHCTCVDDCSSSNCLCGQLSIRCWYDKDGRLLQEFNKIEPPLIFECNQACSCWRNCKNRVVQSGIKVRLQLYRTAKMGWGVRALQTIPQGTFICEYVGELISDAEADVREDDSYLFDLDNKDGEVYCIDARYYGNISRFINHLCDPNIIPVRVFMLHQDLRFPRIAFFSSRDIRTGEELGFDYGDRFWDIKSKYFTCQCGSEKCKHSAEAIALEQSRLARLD
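G9a (20 nM) preincubated 15 min RT with compounds, then 500 nM biotinylated H3K9 peptide and 20 uM SAM added; 2 h RT reaction. Monomethyl-H3K9 product detected by AlphaScreen with anti-H3K9me1 antibody, streptavidin donor and anti-rabbit IgG acceptor beads.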
HP1b chromo inh: blocks HP1-beta chromodomain binding to methylated histone tails. P83916. AlphaScreen HP1-beta / biotin-H3K9me3 peptide binding. Potency, µM (top dose mostly 114 µM), inactives show top-dose activity change, negative = inhibition, hits mostly inhibitors. 390,000 compounds, 0.56% hits. AID 540317; also: potency is read from the fitted curve at half-maximal effect; nearly all actives have a fitted effect of over 70% in size; inactives centre near 23
Target sequence (P83916 whole entry, looked up): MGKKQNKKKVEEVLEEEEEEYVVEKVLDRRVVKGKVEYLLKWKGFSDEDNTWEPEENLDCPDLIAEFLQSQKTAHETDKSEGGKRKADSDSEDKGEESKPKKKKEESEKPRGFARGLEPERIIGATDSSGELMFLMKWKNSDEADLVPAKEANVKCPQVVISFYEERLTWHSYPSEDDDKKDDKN
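Compound inhibition of the preformed complex between 50 nM HP1-beta and 50 nM biotinylated H3K9me3 peptide was read by AlphaScreen. Buffer was PBS pH 7.4 with 0.01% Tween-20. Incubations ran 30 min at room temperature, with 10 ug/mL donor/acceptor beads.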
PI4K2A block: blocks human PI4K2A kinase activity; purified PI4K2A, ADP-Glo luminescence, 1 h; hits give low values; Q9BTU6; activity change, negative = inhibition, % at 76.9 µM; 420,000 compounds, 0.13% hits; AID 1346378; in the data active = activity change below about -50%; inconclusive = mostly about -30% to -49%;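 also: -100% = wells without enzyme as full effect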
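ADP-Glo luminescence measured ADP generated by PI4K2A enzyme (4 ug/mL before mixing) with 1.2 mM PI substrate (pre-mix) and 300 microM ATP (pre-mix). Tris pH7.5 buffer with MgCl2, Triton X-100; 1 h reaction at ambient temperature.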
GLS inh: inhibitors of human glutaminase (GLS) | AID 624170 | Potency, µM (highest dose often 45.5 µM), for inactives: at the top dose activity change, negative = inhibition, most hits filed as inhibitors | GLS enzymatic activity, qHTS titration | 410,000 compounds, 0.21% hits; also: potency is read from the fitted curve at half-maximal effect; % is scaled to controls: 0 for no effect and ±100 for the full control effect
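Read-out is an Amplex red fluorescence increase coupled through glutamate oxidase and HRP, measured before and after 30 min room-temperature incubation. hKGA is in 45 mM KH2PO4 (pH 8.2) with 0.02% Tween-20; glutamine added as 1mM solution.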
* = called active by the depositor; i = inactive; ? = inconclusive; nt = no result given; [ ] = dose if it differs, or a comment. Unless noted, calls follow the shape of the dose curve; as a rule, active = well fitted curve in the direction sought with a large enough effect; inconclusive = small, poorly fitted or top-dose-only effect, or another doubt; inactive = no such curve, though single readings can be large; an effect the other way counts as inactive or inconclusive. A portion of the library. The share of hits here may be higher or lower than overall.

SMILES | JMJD2A Tudor | BAZ2B inh | Pin1 inhibitor | Tb PGK inh | Pol eta inh | G9a block | HP1b chromo inh | PI4K2A block | GLS inh
CCOC(=O)c1cc2c(=O)n3ccccc3nc2n(CCCOC)c1=NC(=O)c1cc2ccccc2o1 | 7.2% | -19.6% | 1.5% | -4.5% | -20.1% | 6.9%[59 µM] | 65.9%[activator] | -0.3 | -10.6%
CCN(CC)C(=O)CSc1nnc([C@@H](N)C(C)C)o1 | 5.4% | ? | 1.5% | -3.2% | -13.1% | nt | 20.2% | -6.2 | 3.1%
CSc1ccccc1OCc1cc(C(=O)NCc2ccc(C)s2)no1 | 3.5% | -1.0% | 8.3% | -1.8% | -15.2% | 16.5% | 16.0% | 2.2 | 0.5%
Nc1c(C(=O)Nc2ccc(Cl)cc2)oc2ccccc12 | -14.9% | -7.7% | ? | -11.0% | -6.4% | -17.8% | 16.6% | 3.7 | 9.2%
O=C(COC(=O)c1cncc(Br)c1)NC1CCCCCC1 | -20.0% | -12.6% | ? | i | -17.1% | ? | 35.2% | 1.3 | 1.6%
Cc1nonc1OCC(C)(COc1nonc1C)NC(=O)c1ccc(Cl)cc1 | -7.4% | 9.6% | 0.2% | i | -10.2% | 2.8%[59 µM] | 37.7% | -3.0 | 0.5%
CC(=O)Nc1ccc2[nH]c3ccccc3c2c1 | -10.7% | 8.9% | 3.7% | i | -1.9% | 12.2% | 9.6% | -1.0 | 35.2%[activator]
Cc1noc(C)c1C(=O)NC1=NCCS1 | -3.0% | 4.9% | -5.5% | 4.6% | 4.3% | nt | 23.6% | 9.1 | 3.3%
N#Cc1cccnc1N1CCN(C(=O)c2cccs2)CC1 | -12.3% | -12.3% | -4.5% | i | -12.8% | 12.3% | 32.9% | -2.1 | -0.6%
CCCC(=O)NNc1cc(=O)c2c(=O)n(C)c(=O)n(C)c2[nH]1 | ? | -9.8% | 0.1% | -4.7% | -9.3% | 7.5%[59 µM] | 0.3% | -1.5 | 3.7%
CC(C)CN(C(=O)CSc1nncn1-c1ccccc1)c1c(N)n(CC(C)C)c(=O)[nH]c1=O | -6.3% | -0.9% | -9.1% | 0.2% | 4.2% | 17.9%[59 µM] | 34.4%[activator] | 3.2 | 3.2%
O=C(CCN1C(=O)c2ccccc2C1=O)Nc1ccc(-c2nc3ccccc3o2)cc1 | -8.3% | 3.9% | 3.5% | i | -2.4% | ? | 5.2% | 4.2 | 5.4%
COCc1[nH]nc2c1C1(C(=O)Nc3ccc(F)cc31)C(C#N)=C(N)O2 (centres undefined) | 2.2% | 12.2% | -13.2% | -11.9% | -15.7% | 3.5% | 49.0%[activator] | 5.1 | 0.6%
O=C(COC(=O)c1ccc(CO)cc1)c1ccc(S(=O)(=O)N2CCCCC2)cc1 | -1.7% | -15.3% | 110.3%[activator] | -7.5% | -14.9% | -21.1%[12.7 µM] | 38.3% | 2.1 | -1.2%
O=c1[nH]c2ccccc2nc1NCc1ccccc1 | -12.4% | -12.5% | -1.4% | -6.4% | -15.1% | 40.8% | 39.0% | -0.3 | 4.4%
Cc1sccc1/C=N/NC(=O)c1ccco1 | -14.4% | 1.9% | -2.9% | -0.2% | 6.7% | 79.5% | 39.8%[activator] | -1.1 | 10.8%
COC(=O)c1ccc(CSc2ccccc2NC(=S)Nc2cccc(SC)c2)o1 | nt | nt | nt | -7.3% | -21.9% | nt | nt | 1.1 | 12.1%
O=C(Nc1cc(=O)[nH]c2nc(-c3ccccc3)nn12)c1ccccc1Cl | ? | -12.8% | 14.7% | 1.7% | 7.1% | ? | 6.1% | -0.5 | 2.0%
CCCNC(=O)Cn1c(-c2ccc(F)cc2)cc(C(=O)OCC)c1C | -10.1% | 4.8% | 4.1% | -2.5% | 1.7% | -30.7% | 12.3% | -0.1 | 0.0%
COc1ccc(C(CC(=O)Nc2ccc(F)c(Cl)c2)N2Cc3ccccc3C2=O)cc1OC (centres undefined) | -19.3% | -4.5% | -1.5% | -7.3% | -3.1% | -5.4%[59 µM] | 13.2% | -1.8 | 0.4%
O=C(COC(=O)Cc1cccs1)Nc1cccc(S(=O)(=O)N2CCOCC2)c1 | -17.7% | -37.3% | 0.4% | i | -14.6% | -45.1% | 30.5% | -4.4 | -13.3%
CCOC(=O)C1=C(COC(=O)c2ccc(OC(C)C)cc2)NC(=O)NC1C (centres undefined) | -16.2% | -3.0% | -1.8% | -2.3% | -12.9% | -36.2% | 30.1% | -0.4 | -3.6%
Cc1ccccc1-c1nc2c3c(-c4ccccc4)c(-c4ccccc4)oc3ncn2n1 | 2.0% | -0.1% | -2.2% | -5.6% | -25.6% | 6.5%[59 µM] | 50.0%[activator] | 4.6 | 0.4%
Cc1noc(C)c1C(=O)Nc1sccc1C(N)=O | 2.3% | nt | -13.0% | -7.0% | -2.2% | nt | 40.4%[activator] | 7.4 | 10.0%
COc1ccc2sc(-c3ccccc3OC)c(-c3ccc(O)cc3)c2c1 | -27.5% | -22.0% | 4.3% | 1.8% | -20.1% | -3.0%[0.501 µM] | -8.4% | -1.6 | 15.1%
CCN(CC)CCNC(=O)Cn1cnc2sc(C)c(S(=O)(=O)N3CCOCC3)c2c1=O | -3.6% | -2.1% | -2.8% | 7.6% | 7.9% | 6.0%[59 µM] | 38.1% | -2.6 | -1.8%
Cc1ccccc1N/C(=N/S(=O)(=O)c1cc(F)ccc1F)c1ccccc1 | -14.4% | -21.5% | -4.6% | -6.0% | -19.3% | 18.0% | 29.2% | 5.0 | -0.6%
COc1ccc(S(=O)(=O)NC2CC(=O)N(c3cccc(F)c3)C2)cc1OC (centres undefined) | -4.8% | 8.5% | 1.3% | -1.8% | -19.5% | -9.2% | 25.8% | 0.4 | 1.5%
COc1ccc(Cl)c(Cn2c(NCC(C)O)nc3c2c(=O)n(C)c(=O)n3C)c1 (centres undefined) | -10.6% | -5.2% | 2.1% | -0.4% | -8.5% | -28.0% | 11.6% | -1.1 | 4.5%
Cc1cccc(NC(=O)C2CCCC2)c1 | -4.5% | 12.9% | 2.0% | -2.4% | -4.9% | 25.0%[59 µM] | 18.6% | -0.3 | 6.2%
COC(=O)[C@H](CC(C)C)NS(=O)(=O)c1ccccc1 | -22.8% | -10.2% | -4.1% | -5.1% | -0.8% | ? | 26.0% | 1.6 | -6.6%
Cc1oc(-c2cccc(F)c2)nc1CN1CCCCC1CCc1ccccn1 (centres undefined) | -22.9% | -12.4% | 1.0% | 3.8% | -16.2% | -9.6% | 17.4% | -2.1 | -2.6%
CCN(CC(=O)NCc1cccs1)C(=O)/C=C/c1cccc(Br)c1 | -16.6% | -8.8% | 0.8% | i | -8.8% | 1.6% | 33.9% | 2.6 | 4.7%
Cc1cc(NC(=O)COC(=O)c2ccccc2NCCO)no1 | ? | nt | 2.7% | i | -14.8% | nt | 26.8% | -8.2 | 0.4%
COc1ccc(S(=O)(=O)N2CCOCC2)cc1NC(=O)C1CC(=O)N(c2ccc3c(c2)OCCO3)C1 (centres undefined) | nt | nt | nt | -4.3% | -3.0% | nt | nt | -0.3 | -0.7%
CCOC(=O)C1=C(C)Nc2nnnn2C1c1cccnc1 (centres undefined) | 8.2% | 2.4% | 2.8% | 0.2% | -12.3% | -9.7%[59 µM] | 30.8% | 1.9 | 27.4%
O=C(O)CSCc1cn2cc(Cl)ccc2n1 | ? | -24.3% | 0.5% | 3.5% | -9.5% | 50.1µM* | -1.0% | -14.5 | -2.2%
COc1cc(NC(=O)COC(C)=O)c(C)cc1[N+](=O)[O-] | -22.7% | -6.3% | 1.1% | 8.3% | -10.0% | 1.6%[59 µM] | 26.6% | 3.5 | 4.7%
CCOC(=O)Cn1c(=O)n(CC2CCCO2)c2nc(-c3ccccc3)nc(C(N)=O)c21 (centres undefined) | -5.1% | -1.9% | 0.2% | i | -17.4% | -0.9%[59 µM] | 22.5%[57 µM] | -1.8 | 0.1%
CC1CN(CCOCCSc2ccc(Cl)cc2)CC(C)O1 (centres undefined) | 8.91µM* | 50.1µM* | -8.8% | 1.1% | -7.9% | ? | ? | 0.7 | 0.6%
CCC(=O)O/N=C(\N)c1ccc(Oc2cc(C)c(Cl)c(C)c2)c([N+](=O)[O-])c1 | -8.7% | ? | 0.7% | -7.6% | 1.3% | nt | 34.0% | -0.4 | 1.0%
O=C(CN1C(=O)NC(c2ccccc2)(c2ccccc2)C1=O)NCc1ccccc1 | -1.0% | -3.2% | 4.1% | -9.5% | -11.4% | 9.2%[59 µM] | 30.1% | 1.2 | 0.3%
Cc1ccc(C)c(NC(=O)Cc2coc3cc4c(cc23)CCC4)c1 | -12.8% | -6.2% | -6.3% | 3.9% | -0.9% | -0.1%[59 µM] | 13.2% | 3.6 | 18.6%
Cc1ccc2[nH]c3c(=O)n(CC(=O)Nc4ccccc4N4CCN(C)CC4)ncc3c2c1 | -24.7% | -14.9% | -6.8% | -3.6% | -2.2% | nt | 35.8% | -2.8 | 8.0%
FC(F)(F)COc1cc(-c2nnc(SCc3ccccc3)n2Cc2ccco2)cc(OCC(F)(F)F)n1 | -8.7% | -2.1% | -3.4% | -7.5% | -4.4% | -5.9% | 34.1% | -2.7 | -2.1%
CCOC(=O)c1ccccc1NC(=O)c1c(F)c(F)c(F)c(F)c1F | 59.8%[activator] | 55.0%[activator] | 1.0% | -9.7% | -7.9% | 51.0%[activator][59 µM] | 116.3%[activator] | 5.6 | -0.3%
Cc1ccc(S(=O)(=O)NC2=NCN(CC(=O)O)CN2)cc1 | -10.8% | 0.1% | 2.4% | 2.1% | -10.4% | 8.2%[59 µM] | -24.9% | 5.4 | -9.9%
